From PubChem BioAssay
UBC9 SUMO inh = inhibitors of in vitro SUMOylation cascade, primary screen, biochemical, HTRF, uHTS. actives 0.36% (n = 290,000). AID 2006, 2009. inhibition, % at 35 µM. HTRF SUMOylation assay, SAE1/SAE2 + UBC9; in the data active = inhibition above about 50%, passing the limit was not always enough; note: strong numbers were not always called active
Target sequence (P63279 whole entry, looked up): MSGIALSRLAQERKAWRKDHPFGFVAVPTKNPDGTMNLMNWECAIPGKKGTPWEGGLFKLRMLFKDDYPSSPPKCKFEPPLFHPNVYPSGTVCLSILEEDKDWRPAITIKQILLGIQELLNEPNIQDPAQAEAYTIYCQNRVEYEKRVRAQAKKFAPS
HCV NS3 hel inh = inhibitors of HCV NS3 helicase, primary screen, biochemical, Cy5 molecular beacon fluorescence. AID 1800, 2009. inhibition, % at 10.9 µM. NS3 helicase DNA unwinding. Hepatitis C virus NS3 helicase. actives 0.56% (n = 290,000);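 active = inhibition above the mean of all tested compounds plus 3 SD, set per campaign, cut at about 35% in these data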;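 note: 0% = DMSO wells and 100% = thioflavine S control wells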
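Assay system – hepatitis C virus NS3 helicase domain fragment enzyme · Buffer or medium – MOPS pH 6.5, MgCl2, DTT, Tween20, BSA · Reagent – Cy5/quencher beacon DNA duplex and ATP to start · Compound – single 10.9 µM dose · Timing – 1 h at 25 °C · Technique – Cy5 beacon fluorescence read at start and 1 h · Measure – % inhibition of unwinding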
DNA FID counter = compounds displacing fluorescent DNA intercalator, primary screen, artefact control for HCV NS3 helicase inhibitor project, biochemical, FID fluorescence; DNA fluorescent intercalator displacement; inhibition, % at 7.9 µM; actives 0.17% (n = 290,000); in the data active = inhibition above about 37%;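 note: 0% = vehicle and 100% = reference compound; higher means more ethidium bromide displaced from hairpin DNA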
* = called active by the depositor; . = not tested or not shown. A portion of the library, so the mix of outcomes need not match the whole.

| no. | compound | DNA FID counter | UBC9 SUMO inh | HCV NS3 hel inh |
| --- | --- | --- | --- | --- |
| 1 | COc1ccc(C2c3c(oc4c(C)cc(C)cc4c3=O)C(=O)N2Cc2cccnc2)cc1OC (centres undefined) | . | 11 | . |
| 2 | CCn1c(=O)c(C(=O)Nc2cnccn2)c(O)c2ccccc21 | . | 21 | . |
| 3 | Cc1nc(N2CCN(C(c3ccccc3)c3ccccc3)CC2)nc2c1C(=O)CCC2 | . | -3 | . |
| 4 | Cn1cnnc1SCC(=O)N1c2ccccc2-c2c(ssc2=S)C1(C)C | . | 24 | . |
| 5 | Cc1ccnc(SCCn2c(N3CCN(C)CC3)nc3c2c(=O)[nH]c(=O)n3C)n1 | . | 19 | . |
| 6 | CCc1ccc(N2CCCn3c2nc2c3c(=O)n(CCN3CCOCC3)c(=O)n2C)cc1 | . | -16 | . |
| 7 | Cc1oc(/N=C/c2c(O)ccc3ccccc23)c(C#N)c1C | . | 7 | . |
| 8 | COc1ccc2nc(C)c(C(=O)OCCN(C)C)cc2c1 | . | 33 | . |
| 9 | Cc1ccc(S(=O)(=O)c2cc3c(=O)n4cc(C)ccc4nc3n(CC3CCCO3)c2=N)cc1 (centres undefined) | . | 9 | . |
| 10 | Cc1nc2c(c(=O)n1Cc1ccco1)c1nc3ccccc3nc1n2Cc1ccccc1 | . | 32 | . |
| 11 | CSC1=Nc2sc3c(c2C2=NCCN12)CCCC3 | . | 32 | . |
| 12 | Cc1nc(NC2=NCN(Cc3cccnc3)CN2)nc2c(C)cccc12 | . | 17 | . |
| 13 | CCc1c(C)nc(N)n2c(SCC(=O)N3CCN(c4ccccc4OC)CC3)nnc12 | . | -13 | . |
| 14 | CCCn1c(C)cc(C(=O)CSc2nnc3n(CCC)c(=O)c4ccccc4n23)c1C | . | 13 | . |
| 15 | COc1cccc(-c2nnc3sc(-c4ccc(Cl)cc4)nn23)c1 | . | 18 | . |
| 16 | Cc1cnc(C(=O)Nc2ccc(C(=O)N(C)C3CCCCC3)cc2)cn1 | . | 31 | . |
| 17 | COC(=O)c1ccccc1NC(=O)c1c(O)c2cccc3c2n(c1=O)CCC3 | . | 4 | . |
| 18 | COc1ccc(-c2nsc3c(N4CCN(S(=O)(=O)c5ccccc5)CC4)ncnc23)cc1 | . | -21 | . |
| 19 | CCn1cc(C(=O)NC2CC3CCC2C3)c(=O)c2ccc(C)nc21 (centres undefined) | . | 2 | . |
| 20 | COC(=O)c1cc2c(=O)n3ccccc3nc2n(C)c1=N | . | 13 | . |
| 21 | CCOC(=O)N1CCC(NC(=O)C(NC(=O)C2CCCCC2)C(C)C)CC1 (centres undefined) | . | 10 | . |
| 22 | CCOC(=O)c1cc2c(=O)n3ccccc3nc2n(Cc2ccccc2Cl)c1=N | . | 24 | . |
| 23 | CCn1c2ccccc2c2cc(C3C(C#N)=C(N)OC4=C3C(=O)CC(C)(C)C4)ccc21 (centres undefined) | . | 26 | . |
| 24 | Cn1c(=O)c2c(nc(N3CCN(Cc4ccccc4)CC3)n2CCSc2ncccn2)n(C)c1=O | . | 6 | . |
| 25 | O=C1CCCC2=C1C(c1c(Cl)nc3sccn13)C1=C(CCCC1=O)N2 | . | -4 | . |
| 26 | CCN(CC)CCCN1C(=O)C(=O)/C(=C(/O)c2ccc(OC)c(Cl)c2)C1c1ccco1 (centres undefined) | . | 1 | . |
| 27 | Cc1nc(NC2=NCN(Cc3ccccc3)CN2)nc2ccccc12 | . | 22 | . |
| 28 | Cc1ccc2nc(Nc3nc(=O)c4ccccc4n3C)nc(C)c2c1 | . | -6 | . |
| 29 | O=C1CCCC2=C1C(c1ccccc1)C1=C(CCCC1=O)O2 | . | 31 | . |
| 30 | Cc1ccc2[nH]c(=O)c(CN(CC3CCCO3)C(=O)c3ccco3)cc2c1 (centres undefined) | . | 12 | . |
| 31 | Cn1c(SCC(=O)Nc2cc(=O)n(C)c(=O)n2C)nnc1-c1cccs1 | . | -1 | . |
| 32 | O=c1c2c3c(sc2n2cnnc2n1C1CCCCC1)CCC3 | . | 15 | . |

Random excerpt: 3 records from the list
| no. | compound | DNA FID counter | UBC9 SUMO inh | HCV NS3 hel inh |
| --- | --- | --- | --- | --- |
| 27 | Cc1nc(NC2=NCN(Cc3ccccc3)CN2)nc2ccccc12 | . | 22 | . |
| 25 | O=C1CCCC2=C1C(c1c(Cl)nc3sccn13)C1=C(CCCC1=O)N2 | . | -4 | . |
| 30 | Cc1ccc2[nH]c(=O)c(CN(CC3CCCO3)C(=O)c3ccco3)cc2c1 (centres undefined) | . | 12 | . |

Just UBC9 SUMO inh (2 entries from above):
#	SMILES	UBC9 SUMO inh
31	Cn1c(SCC(=O)Nc2cc(=O)n(C)c(=O)n2C)nnc1-c1cccs1	-1
32	O=c1c2c3c(sc2n2cnnc2n1C1CCCCC1)CCC3	15

Additional compounds.
| no. | compound | DNA FID counter | UBC9 SUMO inh | HCV NS3 hel inh |
| --- | --- | --- | --- | --- |
| 33 | Cc1ccc2nc(NC3=NCN(CCc4ccccc4)CN3)nc(C)c2c1 | . | -6 | . |
| 34 | CCOC(=O)c1c(C)[nH]c(C(=O)COC(=O)c2cn(CC)c3nc(C)ccc3c2=O)c1C | . | 24 | . |
| 35 | CCc1cc(=O)oc2cc(OCC(=O)N3CCc4ccccc43)ccc12 | . | -31 | . |
| 36 | CN(C)CCN1C(=O)c2oc3ccccc3c(=O)c2C1c1ccccc1 (centres undefined) | . | 1 | . |
| 37 | Brc1ccc(-c2nn3c(-c4ccncc4)nnc3s2)o1 | . | 8 | . |
| 38 | Cc1nnc(NC(=O)CCC(=O)N2CCN(CCc3ccccc3)CC2)s1 | . | 2 | . |
| 39 | Cc1cc(N2CCN(C3CCCC3)CC2)n2ncc(-c3ccccc3)c2n1 | . | 18 | . |
| 40 | CCN1CCN(Cc2ccc3c(c2)Cc2ccccc2-3)CC1 | . | 1 | . |
| 41 | CCOc1ccccc1NC(=O)c1c(NC(=O)CNCc2ccco2)sc2c1CCC2 | . | 21 | . |
| 42 | c1ccc(-n2ncc3c(N4CCN(c5ccccn5)CC4)nc(N4CCOCC4)nc32)cc1 | . | -2 | . |
| 43 | COc1ccc(/C(O)=C2\C(=O)C(=O)N(CCCN(C)C)C2c2ccccc2F)cc1Cl (centres undefined) | . | 11 | . |
| 44 | CCCc1nc(SCC(=O)c2ccc(OC)cc2)c2c(=O)n(C)c(=O)n(C)c2n1 | . | 2 | . |
| 45 | Cc1ccc2cc(C#N)c(SCC(=O)NCC3CCCO3)nc2c1C (centres undefined) | . | -26 | . |
| 46 | CCCCCCn1c(=O)c(-c2nc3ccccc3c(=O)[nH]2)c(O)c2ccccc21 | . | 9 | . |
| 47 | COc1cccc(C2C(C(=O)c3cccs3)=C(O)C(=O)N2CCCn2ccnc2)c1OC (centres undefined) | . | 10 | . |
| 48 | Clc1cccc(-c2nn3c(-c4ccncc4)nnc3s2)c1 | . | -3 | . |
| 49 | CCCn1c2c(c(O)c(C(=O)Nc3ccccn3)c1=O)CCCC2 | . | 16 | . |
| 50 | CCN(CC)CCCN1C(=O)C(=O)/C(=C(/O)c2ccc3c(c2)CC(C)O3)C1c1ccncc1 (centres undefined) | . | 4 | . |
| 51 | CCc1c(C)nc(N)n2c(SCC(=O)N3CCN(c4ccccc4F)CC3)nnc12 | . | -1 | . |
| 52 | O=C(CSc1ccc2nnc(-c3ccncc3)n2n1)N1CCc2ccccc21 | . | -7 | . |
| 53 | Cc1cc(C)n(-c2nc(SCC(=O)NCC3CCCO3)c3c4c(sc3n2)CCCC4)n1 (centres undefined) | . | 10 | . |
| 54 | Cc1cc(C)c2nc(NC3=NCN(CCN4CCOCC4)CN3)nc(C)c2c1 | . | 20 | . |
| 55 | Cc1cccn2c(=O)c3cc(C(=O)NCCCN4CCOCC4)n(C)c3nc12 | . | -5 | . |
| 56 | c1cnc(N2CCN(c3ncnc4c3oc3ccccc34)CC2)nc1 | . | -1 | . |

Filtered by structure, the compounds so far containing two or more sulfur atoms (five)
| no. | compound | DNA FID counter | UBC9 SUMO inh | HCV NS3 hel inh |
| --- | --- | --- | --- | --- |
| 4 | Cn1cnnc1SCC(=O)N1c2ccccc2-c2c(ssc2=S)C1(C)C | . | 24 | . |
| 11 | CSC1=Nc2sc3c(c2C2=NCCN12)CCCC3 | . | 32 | . |
| 18 | COc1ccc(-c2nsc3c(N4CCN(S(=O)(=O)c5ccccc5)CC4)ncnc23)cc1 | . | -21 | . |
| 31 | Cn1c(SCC(=O)Nc2cc(=O)n(C)c(=O)n2C)nnc1-c1cccs1 | . | -1 | . |
| 53 | Cc1cc(C)n(-c2nc(SCC(=O)NCC3CCCO3)c3c4c(sc3n2)CCCC4)n1 (centres undefined) | . | 10 | . |

The results go on:
| no. | compound | DNA FID counter | UBC9 SUMO inh | HCV NS3 hel inh |
| --- | --- | --- | --- | --- |
| 57 | CCOC(=O)c1ccc2c(c1)nc(COc1ccccc1C#N)n2CC | . | 10 | . |
| 58 | CCCCc1nc2ccccc2c(=O)n1NC(=O)c1c(O)c2cccc3c2n(c1=O)CCC3 | . | 26 | . |
| 59 | Cc1nc(NC2=NCN(Cc3ccco3)CN2)nc2ccccc12 | . | -2 | . |
| 60 | COCCCn1c(=NC(=O)c2ccc3c(c2)OCO3)c(C#N)cc2c(=O)n3cccc(C)c3nc21 | . | -23 | . |
| 61 | O=C1c2oc3ccc(Br)cc3c(=O)c2C(c2cccnc2)N1Cc1ccco1 (centres undefined) | . | 20 | . |
| 62 | O=C(NC1CCCCCC1)c1c(O)c2cccc3c2n(c1=O)CCC3 | . | 0 | . |
| 63 | CCOc1ccc(NC(=O)CN2CCC(NC(=O)C3CCCCC3)CC2)cc1 | . | 22 | . |
| 64 | Cc1ccc2nc3c(cc(C#N)c(=O)n3CCN3CCOCC3)c(=O)n2c1 | . | 38 | . |
| 65 | COc1ccc(/C(O)=C2/C(=O)C(=O)N(CCCN(C)C)C2c2cccnc2)cc1 (centres undefined) | . | -8 | . |
| 66 | CSc1nc(N2CCN(CCO)CC2)c2sc3nc(-c4ccco4)c4c(c3c2n1)CCC4 | . | 13 | . |
| 67 | COc1ccc(OC)c(N/C(=N\c2nc(C)cc(C)n2)NC(=O)c2ccco2)c1 | . | 11 | . |
| 68 | Clc1cccc(-c2nnc3sc(-c4ccc5c(c4)OCO5)nn23)c1 | . | 18 | . |
| 69 | CCOC(=O)c1cnn(-c2nc(C)nc3sc4c(c23)CCC4)c1N | . | 16 | . |
| 70 | COc1ccc(N2CCn3c2nc2c3c(=O)n(CCN3CCOCC3)c(=O)n2C)cc1 | . | 4 | . |
| 71 | CCCCCOc1ccc(/C=c2\sc3ncnn3c2=O)cc1 | . | 22 | . |
| 72 | O=c1oc2c(CN3CCCCCC3)c(O)ccc2cc1-c1nc2ccccc2[nH]1 | . | 38 | . |
| 73 | CCN(CC)CCN1C(=O)C(O)=C(C(C)=O)C1c1ccccc1 (centres undefined) | . | 9 | . |
| 74 | CN(C)CCCNc1c2c(c(C#N)c3nc4ccccc4n13)CCC2 | . | 35 | . |
| 75 | CCOC(=O)c1sc2ncn(/N=C/c3ccccn3)c(=O)c2c1C | . | 4 | . |
| 76 | COc1nc2ccccc2cc1-c1noc(-c2cccnc2)n1 | . | 20 | . |
| 77 | COC(=O)c1ccc(CSc2ccc3nnc(-c4cccnc4)n3n2)o1 | . | 14 | . |
| 78 | C=CCn1c(=N)c(C(=O)OC)cc2c(=O)n3cccc(C)c3nc21 | . | 22 | . |
| 79 | Cc1oc(-c2ccccc2Cl)cc1-c1nn2c(-c3ccco3)nnc2s1 | . | 34 | . |
| 80 | Cn1c(-c2nonc2NC(=O)c2ccc(C(C)(C)C)cc2)nc2ccccc21 | . | 0 | . |
| 81 | CCOC(=O)C(CC)Sc1nc(-c2ccc(OC)cc2)nc2c1c(=O)n(C)c(=O)n2C (centres undefined) | 0 | . | 8 |
| 82 | Cc1cccc(NC(=O)c2c(O)c3cccc4c3n(c2=O)CC4)c1 | -3 | . | 2 |
| 83 | Cc1ccc2nc3c(cc(C#N)c(=N)n3CCCN3CCOCC3)c(=O)n2c1 | -1 | . | 2 |
| 84 | CCOc1ccccc1C(=O)Nc1ccc(-c2nnc(-c3ccc(C)cc3)o2)cc1 | 0 | . | -13 |
| 85 | COCCCNC(CC(=O)Nc1ccccc1C(=O)OC)C(=O)O (centres undefined) | -8 | . | 13 |
| 86 | CCOC(=O)CN1C(=O)C(Sc2nnc(-c3ccccc3OC)s2)CCc2ccccc21 (centres undefined) | 2 | . | -5 |
| 87 | CC(C)n1c(SCC(=O)N2c3ccccc3CCc3ccccc32)nc2c1c(=O)n(C)c(=O)n2C | -2 | . | 0 |
| 88 | CC1C2=C(CCCC2=O)N(c2cccc3ccccc23)C2=C1C(=O)CCC2 | -9 | . | 2 |
| 89 | CCOC(=O)c1cnc(Nc2nc3ccccc3o2)nc1CN1CCN(c2ccccc2)CC1 | -1 | . | -1 |
| 90 | COC(=O)c1cccc(Oc2nc(N3CCOCC3)nc(N3CCOCC3)n2)c1 | -3 | . | -5 |
| 91 | O=C(CSc1nnc(-c2ccco2)n1-c1ccccc1)N1CCc2ccccc21 | -1 | . | 6 |
| 92 | CC(CS(=O)(=O)c1ccc2ccccc2c1)N1CCN(C2CCCCC2)CC1 (centres undefined) | 8 | . | -6 |
| 93 | COc1ccc(-n2c(=O)c3c4c(sc3n3c(C)nnc23)CC(C)CC4)cc1 (centres undefined) | -12 | . | -2 |
| 94 | Cn1c(=O)c2c(SCc3ccccn3)nc(-c3ccccc3)nc2n(C)c1=O | 5 | . | 11 |
